SIRT5 block: SIRT5 desuccinylase inhibitors, primary screen, biochemical, fluorescence imaging, single point, set 5. 330,000 tested, 1.1% active. inhibition, % at 15 µM. Purified SirT5, succinyl-peptide AMC, trypsin-coupled fluorescence. NAD-dependent protein deacylase sirtuin-5, mitochondrial (Homo sapiens), Q9NXA8; in the data active = inhibition above about 15%; inconclusive = no clear call, values can overlap the other calls
Target sequence (Q9NXA8 whole entry, looked up): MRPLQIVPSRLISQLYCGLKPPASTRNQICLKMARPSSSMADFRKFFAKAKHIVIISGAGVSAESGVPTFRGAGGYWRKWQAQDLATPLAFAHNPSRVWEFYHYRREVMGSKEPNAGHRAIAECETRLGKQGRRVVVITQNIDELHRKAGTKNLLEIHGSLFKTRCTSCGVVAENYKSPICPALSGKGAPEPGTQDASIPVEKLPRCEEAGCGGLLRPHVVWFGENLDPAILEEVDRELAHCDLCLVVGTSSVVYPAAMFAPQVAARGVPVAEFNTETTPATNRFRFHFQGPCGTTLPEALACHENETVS
ARNT-TACC3 inh: disruptors of ARNT/TACC3 protein interaction, primary screen, biochemical, AlphaScreen, single concentration | AlphaScreen His-ARNT PAS-B/GST-TACC3 binding, luminescence; TACC3 fragment carries E629A point mutation | 390,000 tested, 0.66% active | inhibition, % at 9.99 µM | AID 623870, 2012;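 active = mean inhibition of replicates at least 50% and at least half of replicates each reaching 50%; inconclusive = half or more replicates reach 50% but mean below 50%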;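 note: 0% = complete ARNT plus TACC3 wells and 100% = ARNT alone without TACC3; many hits fall short of the cut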
Casp6 inh: human caspase-6 inhibitors, primary screen, biochemical, VEID-R110 fluorescence, single point, set 2; AID 686996, 2013; P55212; inhibition, % at 12.5 µM; purified caspase-6, Z-VEID-R110 cleavage fluorescence; 350,000 tested, 0.53% active;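 active = mean inhibition across replicates at least about 35%, with every replicate also reaching that limit, limit read from the data; inconclusive = only one of the two criteria met; inactive = neither criterion met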;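 note: 0% = median of neutral control wells and 100% = no fluorescence left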
Target sequence (P55212 24-179 limits assumed): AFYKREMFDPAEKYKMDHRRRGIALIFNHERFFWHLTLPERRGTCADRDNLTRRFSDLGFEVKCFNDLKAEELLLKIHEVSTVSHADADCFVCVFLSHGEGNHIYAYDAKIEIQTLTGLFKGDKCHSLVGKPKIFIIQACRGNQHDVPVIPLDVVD
Target sequence (P55212 194-293 limits assumed): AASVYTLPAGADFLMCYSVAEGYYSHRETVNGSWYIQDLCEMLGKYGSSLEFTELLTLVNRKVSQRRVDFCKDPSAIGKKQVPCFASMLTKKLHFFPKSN
DENV2 CPE rescue: inhibitors of DENV2 cytopathic effect, primary screen, cell-based, plate reader, single concentration. DENV2-infected cells, cytopathic effect rescue. CPE inhibition, % at 9.99 µM. 350,000 tested, 1.7% active; in the data active = CPE inhibition above about 20%, passing the limit was not always enough; inconclusive = no clear call, values can overlap the other calls; tested in BHK-21 cells;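 note: 0% = median of neutral control wells and 100% = median of positive control wells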
PAX8 reporter: inhibitors of PAX8-driven TPO luciferase reporter, primary screen, RMG-I cells, single concentration | inhibition, % at 12.6 µM | 360,000 tested, 1.2% active | AID 652154, 2013 | SteadyGlo, 24 h;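 active = mean replicate inhibition at least 60% with every replicate also reaching 60%; inconclusive = only one of the two criteria is met; inactive = mean below 60% and not all replicates reaching 60%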;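 note: luciferase light reporting Pax8 driven TPO promoter activity; plate controls were median of neutral control wells for no effect and mitoxantrone controls for full effect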
EWS-Fli inh: EWS/Fli-driven NR0B1 reporter inhibitors, primary screen, A673 cells, NR0B1 luciferase, luminescence, MLPCN library; viability-normalised; 350,000 tested, 0.67% active; inhibition, % at 12.6 µM;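 active = mean inhibition of at least 50% after viability correction, with every replicate also passing that limit; inconclusive = mean reaches 50% but only one of two replicates passes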;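 note: firefly luciferase signal divided by Alamar Blue viability fluorescence both relative to DMSO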
LGR2 inh: inhibitors of bursicon-induced LGR2 CRE-luciferase signal, primary screen, cell-based, HEK293, CRE-luciferase reporter, bursicon stimulation; Drosophila bursicon receptor LGR2 (rickets); bursicon-stimulated, 4 h; inhibition, % at 9.99 µM; 380,000 tested, 0.35% active; AID 720647, 2013;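 active = drop in luminescence signal, shown as inhibition above about 50% in the replicate tests, limit read from the data, passing the limit was not always enough; inconclusive = probably only some replicates passing the limit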;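 note: agonist challenge used bursicon conditioned medium at about half maximal strength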
* = called active by the depositor; u = inconclusive; x = no result given; & = joins results of further samples.

SMILES	SIRT5 block	ARNT-TACC3 inh	Casp6 inh	DENV2 CPE rescue	PAX8 reporter	EWS-Fli inh	LGR2 inh
Cc1cc(SCC(=O)c2cccs2)n2nc(C)c(-c3ccc(Cl)cc3)c2n1	-6	15	-6	x	-12	10	9
Cc1ccc(C)c(CSc2ccc3nnc(-c4ccccn4)n3n2)c1	-1	55*	6	11	15	18	24
Cc1noc(C)c1NC(=O)Nc1cccc2c1O[C@@H](CN(C)S(=O)(=O)c1ccccc1)[C@H](C)CN([C@@H](C)CO)C2=O	x	x	x	x	1	-6	-22
COc1ccc2sc(-c3ccc(S(C)(=O)=O)cc3)c(C#Cc3cncn3C)c2c1	-2	-4	-3	-10	19	-3	x
Cc1cccc(N2CCN(C(=O)C3CCN(S(=O)(=O)c4c(C)noc4C)CC3)CC2)c1C	3	7	-1	-1	14	20	4
COC(=O)c1ccsc1NC(=O)C1=COCCO1	0	5	4	-1	1	0	9
CC(C)(C)NC(=O)COC(=O)c1ccccc1OCC(=O)Nc1ccc(Br)cc1	-3	4	0	-9	-14	0	-25
N#C[C@@H]1[C@@H](c2ccccc2)[C@@H](CO)N1C(=O)Cc1ccccc1	5	-16	-1	-8	19	-9	3
c1ccc(COc2cccc(-c3cc4nc(NCCCn5ccnc5)ccn4n3)c2)cc1	-1	x	-9	u	-4	10	80*
COc1ccc2[nH]cc(CCNC(=O)CC[C@H]3O[C@@H](n4cc(C)c(=O)[nH]c4=O)C[C@@H]3O)c2c1	-3	1	1	0	1	-12	-6
CCCNC(=O)Nc1ccc2c(c1)C(=O)N(C)C[C@H](OC)[C@H](C)CN(Cc1cccnc1)[C@H](C)CO2	-1	-9	4	-1	-22	-4	-5
N#C/C(=C\c1ccncc1)c1nc2c(s1)CCCC2	-8	x	1	8	-27	-8	-18
COC(=O)c1ccc(COc2ccc(/C=N/NC(=O)C(=O)Nc3ccc(OC)cc3)cc2OC)o1	-2	x	-1	0	2	-4	5
COc1ccc(S(=O)(=O)Nc2ccc3c(c2)C(=O)N([C@@H](C)CO)C[C@H](C)[C@@H](CN(C)S(=O)(=O)c2cn(C)cn2)OCCCC[C@H](C)O3)cc1	-5	-2	-2	-3	-23	-5	5
Fc1cccc(/C=N/Nc2ncnc3nc[nH]c23)c1	6	47*	-3	-6	-77	-71	x
Cc1ccc2cc(C#N)c(N3CCCN(C(=O)c4cnccn4)CC3)nc2c1	-4	1	0	10	23	-5	4
O=C(C1=C[C@@H](c2ccc(C(F)(F)F)cc2)C[C@@H](OCc2ccc(CO)cc2)O1)N1CCCCCCC1	-2	-4	-1	11	-12	14	x
COC(=O)c1ccc(S(=O)(=O)N(CCO)Cc2ccccc2)n1C	-1	-5	1	-4	36	-1	4
Cc1ccc(S(=O)(=O)N2CCN(C(=O)n3ccnc3)CC2)cc1	-3	6	1	-8	5	0	10
c1ccc(CNc2nc(-c3ccccc3)nc3ccccc23)cc1	-1	-9	0	-13	-28	14	-2
Cn1cc(CNC(=O)C2CCC(=O)N(Cc3ccccc3F)C2)cn1 (centres undefined)	-2	x	-3	1	-1	x	14
CN1[C@@H]2Cn3c(ccc(-c4ccncc4)c3=O)[C@H]1[C@@H](C(=O)NC1CCCCC1)[C@@H]2CO	-7	31	2	6	-5	0	-4
O=C(Nc1ncc([N+](=O)[O-])s1)c1cccs1	8&4	-19&-10	6&7	5&2	-134&-56	-21&-26	18
C[C@H]1CN([C@@H](C)CO)C(=O)c2cc(NC(=O)Nc3ccc(C(F)(F)F)cc3)ccc2O[C@@H]1CN(C)S(=O)(=O)c1ccc(Cl)cc1	6	-2	-1	-7	x	6	20
CC(=O)c1cnc2scnn2c1=O	-3	-8	-3	8	10	2	12
(cont.)
SMILES	SIRT5 block	ARNT-TACC3 inh	Casp6 inh	DENV2 CPE rescue	PAX8 reporter	EWS-Fli inh	LGR2 inh
COCCNC(=O)C[C@@H]1CC[C@H](NC(=O)NC2CCCC2)[C@H](CO)O1	3	-3	6	-10	8	-20	-1
COC(=O)C1=C(C)N(C)C(=S)NC1c1ccc(Cl)cc1 (centres undefined)	3	3	1	0	5	-2	x
C[C@@H]1CN([C@@H](C)CO)C(=O)Cc2cc(NC(=O)Cc3ccccc3)ccc2O[C@@H]1CN(C)Cc1ccc(C(F)(F)F)cc1	5	-3	1	-4	27	x	-7
Cc1cccc(N(CC(=O)NC2CC2)S(=O)(=O)c2ccc(Cl)cc2)c1	-1	-10	7	50*	5	x	29
Cc1ccc(-n2nc(C)c(C(=O)Nc3cccc(C(=O)NC4CC4)c3)n2)c(C)c1	-1	-11	4	-1	5	-28	20
C[C@@H]1CN([C@H](C)CO)C(=O)c2cc(C#CC3(O)CCCC3)cnc2O[C@@H]1CN(C)Cc1cccnc1	1	x	-2	25*	18	-13	7
COc1ccccc1OCC(=O)NCCSCc1cccc(Cl)c1	x	3	x	x	-30	x	3
CCCCNC(=O)C1(C)CCCCN1C(=O)c1ccno1 (centres undefined)	x	x	7	-6	-8	-3	-6
CCN(CC)C(=O)C1CCC(CNS(=O)(=O)c2cccc3nsnc23)CC1 (centres undefined)	0	-13	0	-1	-13	x	13
Cc1ccc(C)c(NC(=S)NCCN(C2CCCCC2)C2CCCC2)c1	-3	9	-5	6	2	3	-32
COc1ccc(CCNS(=O)(=O)c2ccc(-n3cnnn3)c(OC)c2)cc1OC	-3	-3	11	-8	-1	7	-13
C[C@@H](NC(=O)C[C@H]1CC[C@@H](NC(=O)Nc2ccc3c(c2)OCO3)[C@@H](CO)O1)c1ccccc1	1	10	-1	-2	4	-1	7
C[C@@H]1CCCCO[C@H](CN(C)CC2CCCCC2)[C@H](C)CN([C@@H](C)CO)C(=O)c2cc(NC(=O)Cc3ccccc3)ccc2O1	-5	1	6	-3	-1	73*	-23
Cc1ccc(S(=O)(=O)N(C)C[C@H]2Oc3ccc(NS(=O)(=O)c4cn(C)cn4)cc3CC(=O)N([C@H](C)CO)C[C@H]2C)cc1	x	x	x	x	-1	8	-10
C[C@@H](CO)NC(=O)c1[nH]cnc1C(=O)Nc1cccc(Cl)c1	x	x	3	-15	-36	4	-19
Cc1cc2nc(-c3ccc(SCC(=O)Nc4ccc(S(=O)(=O)NC5CC5)cc4)nc3)[nH]c2cc1C	-7	-1	0	-3	56	0	x
CCN(CC)S(=O)(=O)c1ccc(N2CCCC2)c(NC(=O)c2ccc(OC)cc2OC)c1	1	21	x	5	10	7	2
CCC(=O)N1C[C@H](C)[C@@H](OC)CN(C)C(=O)c2ccc(NC(=O)c3cnccn3)cc2OC[C@@H]1C	x	x	-2	9	-29	9	-8
Cc1ccc(-c2nc3ccccn3c2Nc2ccccc2)o1	-4	2	1	-2	-34	13	x
C[C@@H]1CN([C@H](C)CO)C(=O)c2cc(NS(=O)(=O)c3cn(C)cn3)ccc2O[C@@H]1CN(C)Cc1ccccc1	1	4	-3	6	-21	0	-27
CCOC(=O)N1CCN(C(=O)CCc2nc3sc4c(c3c(=O)[nH]2)CCCC4)CC1	x	-9	2	-3	0	3	2
COc1ccc(CCNC(=O)C(=O)NCCC2CCCCN2S(=O)(=O)c2ccccc2)cc1 (centres undefined)	1	2	-2	2	0	3	-3
CCOC(=O)c1ccc(Nc2c(OCC)c(=O)c2=O)cc1	2	8	-2	-2	-31	14	x
C[C@H](CO)N1C[C@H](C)[C@@H](CN(C)S(=O)(=O)c2ccc(F)cc2)Oc2c(NC(=O)c3cnccn3)cccc2C1=O	1	x	-2	5	x	-7	1
CCCNC(=O)[C@@H]1[C@@H](CO)[C@@H]2Cn3c(ccc(-c4ccccc4F)c3=O)[C@H]1N2C(=O)CC	-13	-3	-2	8	-8	5	6

Looked up above:
In SIRT5 block, C[C@@H]1CN([C@H](C)CO)C(=O)c2cc(C#CC3(O)CCCC3)cnc2O[C@@H]1CN(C)Cc1cccnc1 has the entry 1
In DENV2 CPE rescue, CCCCNC(=O)C1(C)CCCCN1C(=O)c1ccno1 (centres undefined) has the entry -6
In ARNT-TACC3 inh, Cc1ccc(-n2nc(C)c(C(=O)Nc3cccc(C(=O)NC4CC4)c3)n2)c(C)c1 has the entry -11

(list continues)
SMILES	SIRT5 block	ARNT-TACC3 inh	Casp6 inh	DENV2 CPE rescue	PAX8 reporter	EWS-Fli inh	LGR2 inh
CO[C@@H]1CN(C)C(=O)c2ccc(NC(=O)c3ccccc3F)cc2OC[C@H](C)NC[C@@H]1C	-2	-7	-1	-11	-3	5	-9
C[C@@H]1CN([C@@H](C)CO)C(=O)c2cc(NS(=O)(=O)c3ccc(Cl)cc3)ccc2O[C@@H](C)CCCCO[C@@H]1CN(C)C(=O)Cc1ccccc1	5	x	-4	0	29	-2	-1
CCN(CC(=O)Nc1c(F)cccc1F)C(=O)c1cc([N+](=O)[O-])ccc1N1CCOCC1	2	2	0	8	45	2	2
CNC(=O)c1ccc(NC(=O)CC23CC4CC(CC(C4)C2)C3)cc1	0	3	-4	2	16	0	-1
CC(=O)N(c1ccc(Br)cc1)C1C=CS(=O)(=O)C1 (centres undefined)	x	0	0	8	-15	-3	-2
CCC(C(=O)NCc1ccco1)N(C(=O)CNS(=O)(=O)c1ccccc1)C1CCCCC1 (centres undefined)	-2	-4	1	-1	x	4	-4
Cc1ccc2ccccc2c1C(O)c1ncc(-c2ccc(Cl)cc2)[nH]1 (centres undefined)	x	x	1	u	17	3	10
O=C(NC(Cc1c[nH]c2ccccc12)C(=O)N/N=C/c1cccc2ccccc12)c1cccs1 (centres undefined)	-3	6	-1	3	9	-10	-39
COCCN(C(=O)COC(=O)CC1CCCCC1)c1c(N)n(Cc2ccccc2)c(=O)[nH]c1=O	2	-4	0	4	6	x	17
COCCNC(=O)c1c(CSc2ccc(Cl)cc2)noc1C(=O)NCc1ccccc1	x	-2	x	x	7	8	6
CO[C@H]1CN(C)C(=O)c2cc(NC(C)=O)ccc2OC[C@H](C)N(Cc2ccccc2F)C[C@H]1C	1	-4	0	-10	x	0	10

Part of the list above, limited to PAX8 reporter:
mol,PAX8 reporter
Cc1ccc2ccccc2c1C(O)c1ncc(-c2ccc(Cl)cc2)[nH]1 (centres undefined),17
O=C(NC(Cc1c[nH]c2ccccc12)C(=O)N/N=C/c1cccc2ccccc12)c1cccs1 (centres undefined),9
COCCN(C(=O)COC(=O)CC1CCCCC1)c1c(N)n(Cc2ccccc2)c(=O)[nH]c1=O,6
COCCNC(=O)c1c(CSc2ccc(Cl)cc2)noc1C(=O)NCc1ccccc1,7

Reprinted at random: 6 records from the list.
SMILES	SIRT5 block	ARNT-TACC3 inh	Casp6 inh	DENV2 CPE rescue	PAX8 reporter	EWS-Fli inh	LGR2 inh
COCCNC(=O)c1c(CSc2ccc(Cl)cc2)noc1C(=O)NCc1ccccc1	x	-2	x	x	7	8	6
CNC(=O)c1ccc(NC(=O)CC23CC4CC(CC(C4)C2)C3)cc1	0	3	-4	2	16	0	-1
O=C(NC(Cc1c[nH]c2ccccc12)C(=O)N/N=C/c1cccc2ccccc12)c1cccs1 (centres undefined)	-3	6	-1	3	9	-10	-39
CCN(CC(=O)Nc1c(F)cccc1F)C(=O)c1cc([N+](=O)[O-])ccc1N1CCOCC1	2	2	0	8	45	2	2
C[C@@H]1CN([C@@H](C)CO)C(=O)c2cc(NS(=O)(=O)c3ccc(Cl)cc3)ccc2O[C@@H](C)CCCCO[C@@H]1CN(C)C(=O)Cc1ccccc1	5	x	-4	0	29	-2	-1
CCC(C(=O)NCc1ccco1)N(C(=O)CNS(=O)(=O)c1ccccc1)C1CCCCC1 (centres undefined)	-2	-4	1	-1	x	4	-4
